# Screens from PubChem.
# Tat transport: blocks Tat-dependent protein export in E. coli | E. coli MC4100 TorA-mCherry Tat export, fluorescence | 0.036% of 340,000 active | AID 488895 | inhibition, % at 10 µM;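 active = mean replicate inhibition at least 50% and at least half of replicates individually reaching 50%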;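 note: exported cargo escapes ClpAP degradation while cytoplasmic cargo is degraded and loses fluorescence; 0% = median of neutral control wells and 100% = median of NaSCN control wells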
# Mot1-301 SUMO: inhibitors of SUMOylation pathway: yeast Mot1-301 growth rescue; growth rescue, % at 18.8 µM; AID 2716; S. cerevisiae Mot1-301 growth rescue, ATP luminescence, 38.5C; percent above DMSO median, 100 means doubled; 1% of 320,000 active;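 active = every valid replicate shows activation above 250% relative to neutral control wells; inactive = the rest, any valid replicate at or below 250%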;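 note: OY570 slx delta 5 strain wells were the positive control but not used for scaling; some compounds called inactive have numbers as strong as hits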
# CDK5 p35 inh: blocks human CDK5/p35 kinase activity; Recombinant CDK5/p35, ADP-Glo luminescence, 60 min; inhibition, % at 10 µM; 0.01% of 330,000 active;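 active = highest replicate inhibition of at least 50% and at least 75% of replicates reaching 50%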;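 note: plate controls were DMSO neutral control for no effect and GW8510 at 10 µM for full effect; many of its hits are not listed in these tables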
# Ecoli viability: counter-screen for AddAB inhibitors: E. coli growth inhibition. AID 449728. E. coli V3065 growth, OD600 absorbance, 18 h. 0.27% of 330,000 active. inhibition, % at 11.9 µM;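 active = inhibition above the campaign's mean inhibition across all tested compounds plus 3 SD, cut at about 9.9% in these data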;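 note: uninfected addAB+ strain grown without phage in ampicillin broth; 0% = DMSO wells and 100% = ciprofloxacin 0.95 µg/ml wells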
# phage Ecoli inh: E. coli growth loss with phage present; growth absorbance; inhibition, % at 11.9 µM; 0.26% of 360,000 active; AID 651602; in the data active = inhibition above about 11%
# DAGLB inhibitor: diacylglycerol lipase beta (human) inhibition; HEK293T DAGLB membrane lysate, EnzChek fluorogenic substrate; Q8NCG7; 0.059% of 340,000 active; inhibition, % at 5.17 µM; in the data active = inhibition above about 34%;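 note: 0% = enzyme with vehicle and 100% = wells lacking enzyme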
# Target sequence (Q8NCG7 whole entry, looked up): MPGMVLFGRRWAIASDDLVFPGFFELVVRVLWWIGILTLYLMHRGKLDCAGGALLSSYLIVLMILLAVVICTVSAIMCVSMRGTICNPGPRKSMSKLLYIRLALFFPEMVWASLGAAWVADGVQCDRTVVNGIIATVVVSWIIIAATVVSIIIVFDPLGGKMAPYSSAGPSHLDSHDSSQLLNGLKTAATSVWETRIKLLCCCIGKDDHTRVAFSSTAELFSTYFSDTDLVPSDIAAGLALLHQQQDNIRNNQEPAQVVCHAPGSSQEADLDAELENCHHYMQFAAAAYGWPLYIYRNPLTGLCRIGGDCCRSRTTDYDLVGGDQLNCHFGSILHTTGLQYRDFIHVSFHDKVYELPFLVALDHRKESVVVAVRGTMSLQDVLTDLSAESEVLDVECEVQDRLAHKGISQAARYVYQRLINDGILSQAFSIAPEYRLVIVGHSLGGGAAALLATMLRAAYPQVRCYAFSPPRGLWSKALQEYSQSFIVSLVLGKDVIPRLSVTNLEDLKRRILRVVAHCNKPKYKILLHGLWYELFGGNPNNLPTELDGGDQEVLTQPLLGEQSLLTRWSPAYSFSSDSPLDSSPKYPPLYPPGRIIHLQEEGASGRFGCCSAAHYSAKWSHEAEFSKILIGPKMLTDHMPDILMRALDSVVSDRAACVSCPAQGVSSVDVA
# PKA-R2B activ: activates the human PKA-R2B holoenzyme complex; P22694+P31323; PKA-R2B holoenzyme dissociation, Cy5-IP20 fluorescence polarization; R2B truncated from residue 108, S112A mutant; 0% DMSO only, 100% 113 µM cGMP; activation, % at 11.4 µM; 0.079% of 340,000 active; AID 504700;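 active = activation above a cutoff set at the mean over all compounds plus 3 SD, cut at about 18% in these data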;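 note: higher means more holoenzyme dissociation and a rise in polarization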
# HTR5A ag ctr: HTR5A agonism, opioid heterodimer counter-screen. HTR5A agonist assay, luminescence, cell-based. activation, % at 9.3 µM. P47898. 0.61% of 340,000 active; in the data active = activation mostly above about 9.5%, no sharp cut-off; inactive = mostly below about 7.6%;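 note: 0% = cells with vehicle only and 100% = reference agonist; strong numbers were not always called active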
# Target sequence (P47898 whole entry, looked up): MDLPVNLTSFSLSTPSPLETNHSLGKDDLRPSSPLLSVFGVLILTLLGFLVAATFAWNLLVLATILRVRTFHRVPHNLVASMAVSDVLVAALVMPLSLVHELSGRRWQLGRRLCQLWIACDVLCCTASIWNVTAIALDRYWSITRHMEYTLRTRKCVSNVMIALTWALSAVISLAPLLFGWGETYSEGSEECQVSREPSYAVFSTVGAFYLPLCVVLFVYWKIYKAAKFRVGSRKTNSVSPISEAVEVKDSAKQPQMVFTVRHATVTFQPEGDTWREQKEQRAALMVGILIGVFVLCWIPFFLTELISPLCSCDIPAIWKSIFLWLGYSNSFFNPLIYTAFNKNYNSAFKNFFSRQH
# PKA-R1A activ: PKA-R1A complex activation. activation, % at 11.4 µM. 0.083% of 340,000 active. PKA-R1A dissociation, Cy5-IP20 fluorescence polarization; scaled: DMSO 0%, 113 µM cGMP 100%;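 active = percent activation above the mean of all tested compounds plus 3 SD, cut at about 19% in these data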;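 note: higher means more PKAc released from R1A so a rise in polarization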
# AddAB inh: less growth of phage-infected E. coli with AddAB; 0.29% of 330,000 active; E. coli expressing H. pylori AddAB, absorbance growth; AID 435030; inhibition, % at 11.9 µM; in the data active = inhibition above about 12%;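 note: 0% = vehicle wells of infected cells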
# HTR5A inv ctr: inverse agonist of human HTR5A in OPRM1-OPRD1 counter-screen; P47898; HTR5A cell line, luminescence, inverse agonism; inhibition, % at 9.3 µM; 0.083% of 340,000 active; AID 504634; in the data active = inhibition mostly above about 23%, no sharp cut-off; inactive = mostly below about 18%;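 note: 0% = cells with DMSO and 100% = no-cell wells with DMSO; some compounds called inactive have numbers as strong as hits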
# Active calls of the source: *; . = not tested or not shown. Not a hit list. Share with any hit: about 2.3%.
No.	compound	Tat transport	Mot1-301 SUMO	CDK5 p35 inh	Ecoli viability	phage Ecoli inh	DAGLB inhibitor	PKA-R2B activ	HTR5A ag ctr	PKA-R1A activ	AddAB inh	HTR5A inv ctr
1	Cc1cc(-c2ccc(C)c(S(=O)(=O)NCCC(C)N3CCCCCC3)c2)on1 (stereo unspecified)	2	10	2.9	-1.5	1.8	0	-2	-2	5	3.1	11
2	O=C(Cc1ccc(Cl)cc1)NC1CCCCCC1	3	48	-1.1	-1.6	1.0	-4	4	3	-10	-0.7	-9
3	Nc1nc(-c2ccc(Cl)cc2)cn1N	4	7	-0.5	-0.2	3.1	-1	-6	5	-4	2.4	0
4	O=C(N/N=C/c1ccc(OCc2ccccc2)cc1)c1cc[n+](Cc2ccccc2)cc1	-4	3	0.6	-1.8	2.8	2	6	2	-4	4.3	-23
5	COc1cc(Cl)c([C@@H]2C[C@H]3CN(c4ccccc4)C(=O)[C@]34CCCN24)cc1OC	-6	-12	0.8	-1.8	5.3	-3	-9	1	4	-0.4	7
6	Cc1[nH]nc(SCC(=O)NCc2ccc(F)cc2)c1[N+](=O)[O-]	0	385	1.2	2.1	3.9	0	-4	1	-3	2.1	7
7	O=C(N/N=C/c1cccc(C(F)(F)F)c1)c1ccccc1O	8	62	1.7	-1.5	1.4	-5	10	2	-5	0.5	-46
8	CC(C)(C)C(=O)C(CO)(Oc1ccc(Cl)cc1)n1cncn1 (stereo unspecified)	-3	2	-1.5	0.5	1.8	1	-17	3	-6	2.8	-9
9	CCOC(=O)c1ccc(NC(=O)COc2ccccc2OC)cc1	2	0	1.9	0.7	2.0	-13	0	0	-21	0.9	0
10	Cc1ccc(NC(=O)Cn2cc3c(n2)CCC(C)C3)cc1 (stereo unspecified)	3	6	3.0	0.3	2.9	-3	-11	2	4	3.6	-5
11	CC(=O)c1ccc(N2CCN(c3ccc(C(N)=O)cc3[N+](=O)[O-])CC2)cc1	4	1	-2.0	-1.5	1.9	5	-6	5	5	-0.7	4
12	CC(C)NC(=O)c1ccccc1S(=O)(=O)c1ccccc1C#N	1	12	-0.1	-0.5	0.7	0	-2	2	2	2.8	-5
13	CC(=O)N=c1sc(S(N)(=O)=O)nn1C	-10	160	1.2	-0.2	2.6	1	-2	3	-13	1.6	-18
14	COc1cc(C2NC(=O)c3ccccc3O2)cc(OC)c1OC (stereo unspecified)	-4	-27	-0.5	-0.9	0.1	2	12	2	-8	0.7	-8
15	O=C(O)CCC(=O)Nc1ccccc1C(=O)NCc1ccccc1	3	-16	-3.1	0.3	2.7	2	5	-2	-7	3.2	3
16	Cc1ccc2nc(NCc3ccccc3)c(C=O)c(=O)n2c1	3	-6	0.4	-0.3	2.3	-1	3	5	-10	4.7	2
17	CCNC(=O)/C(C#N)=C/c1c(N2CCCCCC2)nc2ccccn2c1=O	5	748*	0.4	-3.1	-0.5	-3	10	2	-1	-0.1	-9
18	CCOC(=O)N1CCC(N2Cc3cccc(C(=O)NCc4ccc5c(c4)OCO5)c3C2=O)CC1	9	3	-0.4	-0.5	-2.5	0	-1	2	7	-0.3	-6
19	CCOC(=O)C1(Cc2ccc(OC)cc2)CCN(C(=O)CCc2cnccn2)CC1	-1	-34	-0.1	1.4	1.8	-2	8	-1	0	4.6	-16
20	CCCCOC(=O)NC1CCc2cc(OC)c(OC)c(OC)c2-c2ccc(SC)c(=O)cc21 (stereo unspecified)	-2	.	-1.3	.	-0.1	3	1	-1	-7	.	4
21	CCCN1CCn2c3c(c4cc(Br)ccc42)CCCC31 (stereo unspecified)	-2	.	0.6	.	0.6	-13	4	2	-2	.	-9
22	O=C(N/N=C/c1cccnc1)c1cccc(Cl)c1	20	172	1.7	2.0	2.8	-1	-8	8	-1	2.1	-29
23	CN1CCCN(Cc2ccccc2C(F)(F)F)CC1	-4	1	0.0	0.2	-1.3	-2	-13	5	1	-1.5	-14
24	Cc1snc(S(=O)(=O)Cc2ccccc2Cl)c1C#N	3	.	0.1	-2.6	1.9	4	-8	0	-8	-0.2	-5
25	Cc1ccc(C(=O)N/C(=C\c2cccs2)c2nc3ccccc3[nH]2)cc1	-1	11	2.8	-0.8	1.4	0	-5	-1	0	-1.3	-9
26	COc1ccc2c(c1)CCc1c-2n[nH]c1C(=O)O	-6	63	-1.3	-2.4	1.7	0	4	2	4	4.6	-4
27	CCOC(=O)c1sc2nc(-c3cccnc3)ccc2c1N	2	-5	0.7	0.8	2.9	-4	-2	0	3	1.3	-30
28	Cc1nc(-c2ccccc2)sc1C(N)=O	3	-14	1.1	-2.7	3.6	-3	1	-2	1	2.4	4
29	Cn1cccc1Cc1nnc(SCC(=O)N2CCOCC2)n1-c1ccc(F)cc1	2	25	-1.0	-1.2	-0.9	-1	11	-3	0	1.8	8
30	CN(C(=O)c1ccccc1NC(=O)C(F)(F)F)c1ccccc1	-6	97	-0.4	1.1	2.8	1	9	3	-7	1.3	-2

# Along the list, from the results shown:
# Ecoli viability for nos. 6 to 11 → 2.1, -1.5, 0.5, 0.7, 0.3, -1.5
# HTR5A ag ctr for nos. 6 to 11 → 1, 2, 3, 0, 2, 5
# PKA-R2B activ for nos. 6 to 11 → -4, 10, -17, 0, -11, -6

# The listing continues:
No.	compound	Tat transport	Mot1-301 SUMO	CDK5 p35 inh	Ecoli viability	phage Ecoli inh	DAGLB inhibitor	PKA-R2B activ	HTR5A ag ctr	PKA-R1A activ	AddAB inh	HTR5A inv ctr
31	CCOC(=O)N1CCN(C(=O)C2CCCN(c3ncnc4c3sc3cccc(F)c34)C2)CC1 (stereo unspecified)	-1	.	-0.4	.	2.6	1	11	7	-6	.	-24
32	COc1ccccc1Nc1nc2ccc(C)cc2cc1C#N	4	6	-0.2	0.6	0.5	-1	-5	1	-12	1.9	-2
33	O=C(NCC1COc2ccccc2O1)Nc1ccccc1F (stereo unspecified)	-4	-1	-2.3	-0.2	2.2	-1	-1	4	-14	0.0	1
34	C/C(=N/NC(=O)CNC(=O)c1cccnc1)c1ccc(Cl)c(Cl)c1	-9	-7	0.9	1.0	-0.6	0	0	-2	-4	0.7	7
35	CSc1nsc(SC)c1NC(=O)Nc1ccccc1C	-2	-1	-1.1	1.3	3.7	0	9	3	-4	4.2	-8
36	O=C(NNc1c2ccccc2nc2ccccc12)c1ccccc1O	5	-15	0.4	6.0	8.7	48*	6	-6	-5	5.3	16
37	N#C/C(=C\c1ccc(N2CCOCC2)o1)C(=O)Nc1ccc(O)cc1	-1	166	1.9	0.6	3.8	.	.	.	.	-1.8	.
38	COc1ccc(OCc2nnc(SCC(=O)N3CCCC3)o2)cc1	4	22	-0.1	1.3	3.0	-1	5	3	5	5.2	-4
39	Cc1ccc(C)c(NS(=O)(=O)c2c(C)[nH]c(C)c2C(=O)N2CCCCC2)c1	-2	14	-7.1	-0.8	1.4	2	-6	2	-5	0.2	-3
40	CCSc1nc2c(c(=O)[nH]c(=O)n2C)n1CC(O)COc1ccccc1C (stereo unspecified)	10	-6	-2.7	1.0	2.8	2	1	0	4	1.0	2
41	O=C(NC(=S)N1CCc2ccccc21)c1ccco1	-5	2	1.2	-3.4	-3.9	-4	-10	-2	-6	-4.8	11
42	O=C(COC(=O)COc1ccc(Cl)cc1)NCCCc1ccccc1	3	-14	1.0	-2.4	6.9	-6	0	2	-6	1.3	7
43	COc1ccc(CNC(=O)C2CC(c3cc(C(F)(F)F)cc(C(F)(F)F)c3)=NO2)cc1 (stereo unspecified)	-11	-4	-0.3	0.8	1.7	-5	-4	2	3	0.0	-6
44	CCCOc1ccc(N2C(=O)CC(N3CCN(CCN=CC4=C(O)CC(C)(C)CC4=O)CC3)C2=O)cc1 (stereo unspecified)	0	69	0.2	1.4	-0.4	1	-11	-1	-12	-0.3	2
45	COC(=O)CN(c1ccc(OC)c(OC)c1)S(C)(=O)=O	-11	-15	2.2	-0.2	1.4	2	-6	-3	-7	1.5	9
46	Cc1cc(C)n(/C(=C\N(C)C)C(=O)c2cccc([N+](=O)[O-])c2)n1	-5	157	0.7	-0.5	4.6	2	-5	4	-1	-0.1	-16
47	CCCN1CCN(C(=O)CCS(=O)(=O)c2cc3c(cc2Cl)NC(=O)CO3)CC1	-6	-6	-0.6	0.1	-1.4	0	1	0	1	0.7	-13
48	Cc1ccc(OCCNc2ccc(S(=O)(=O)N3CCCC3)cn2)cc1	5	.	0.2	.	7.5	-2	9	-3	7	.	7
49	Cc1nn(-c2ncccn2)c2c1C(=O)CC(C)(C)C2Br (stereo unspecified)	-10	.	14	.	2.1	-1	-2	2	-4	.	-6
50	COc1ccccc1CNC(=O)COC(=O)CNS(=O)(=O)c1ccc(C)cc1	-16	18	1.0	5.1	3.0	3	9	-6	-8	1.0	13
51	COc1ccc(C(c2nnnn2Cc2ccccc2)N2CCN(c3nc4ccccc4s3)CC2)cc1 (stereo unspecified)	0	212	1.2	1.2	3.4	-5	4	1	-8	4.3	-3
52	CCc1nc2ccc(C(=O)N(C)CC(=O)Nc3ccccc3C(F)(F)F)cc2nc1CC	4	2	0.3	0.4	3.6	-4	-4	-4	-1	-2.1	16
53	C[C@H](CO)N1C[C@H](C)[C@@H](CN(C)C(=O)Nc2ccc(C(F)(F)F)cc2)Oc2c(NC(=O)Nc3ccccc3)cccc2C1=O	6	7	-0.1	-1.7	2.9	0	-1	-3	5	0.6	14
54	Cn1ccnc1SCC(=O)c1ccc2ccccc2c1	-8	-9	-1.1	-0.2	3.3	-3	0	4	-13	6.3	-17
55	CN1CCN(Cc2nnc(-c3ccccc3)o2)CC1	-7	12	1.8	-1.8	3.9	2	1	0	2	-2.4	-1
56	CC(=O)C1(C)N(O)C(C)(C)C(c2cccs2)=[N+]1[O-] (stereo unspecified)	-2	-5	0.6	-1.9	3.9	-1	10	0	8	2.1	0
57	OC(COCc1ccc2c(c1)OCO2)CN1CCN(Cc2ccccc2)CC1 (stereo unspecified)	0	6	3.1	-0.3	4.0	1	-4	-1	3	-1.0	-4
58	Cc1ncc([N+](=O)[O-])n1CC(=O)Nc1ccc2c(c1)OCO2	2	-24	0.3	-1.2	5.4	1	9	0	5	2.8	0
59	CC1=C(C(=O)OCCOc2ccccc2)C(c2ccsc2)NC(=O)N1C (stereo unspecified)	7	.	-1.5	-0.1	4.3	3	-5	4	-6	1.4	-11
60	Cc1ccc(SCC(=O)OCC(=O)N(CC(C)C)C2CCS(=O)(=O)C2)cc1C (stereo unspecified)	-3	21	-0.3	0.1	3.8	2	-1	1	-6	4.4	-2
61	CCCCOC(=O)c1ccc(NC(=O)c2cc(Cl)c(Cl)cc2C(=O)O)cc1	1	434	0.5	0.2	6.1	10	-4	0	0	5.1	0
62	O=C(Nc1ccccc1C(=O)NCc1ccco1)c1ccccc1	-20	2	-1.6	-1.1	-1.3	-1	-4	0	-13	3.2	13
63	Cc1ccccc1N=Cc1cccc(O)c1O	-6	-6	1.4	0.7	.	7	0	-1	9	4.2	5
64	CC(C(=O)NC1CCCC1)N1CCN(S(=O)(=O)c2ccccc2Cl)CC1 (stereo unspecified)	2	.	0.0	.	2.6	1	-4	-5	2	.	-5
